Bioassay records: PubChem, several laboratories
WT yeast gro inh: growth inhibition of WT yeast, mitochondrial fusion screen. inhibition, % at 10 µM. 190,000 compounds, 2.1% hits. mitochondrial fusion phenotypic screen, WT strain; in the data active means inhibition above about 58%; tested in S. cerevisiae
HIV peptide binding: inhibitors of HIV fusion peptide binding, primary screen, biochemical, uHTS, fluorescence dequenching (AID 1986). inhibition, % at 20 µM, or IC50 in µM where a hit was titrated. cell-free peptide binding, fluorescence dequenching, 30 min; higher % means a stronger effect. 290,000 compounds, 0.3% hits; in the data active means inhibition mostly above about 52%, no sharp cut-off; inactive means mostly below about 76%; further: some results filed as inactive read as strong as hits
bCat nuc transl: alters nuclear translocation of beta-catenin in HeLa cells; immunofluorescence imaging; 190,000 compounds, 0.3% hits; nuclear translocation activity, % at 5 µM;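 active means nuclear translocation activity above 50% at 5 µM, with a well cell count of 50 or more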;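 further: per-cell ratio of nuclear to cytoplasmic median beta-catenin stain intensity; plate controls were DMSO negative control for no effect and GSK-3 inhibitor IX positive control for full effect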
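test system = HeLa cells, endogenous beta-catenin | dosing = single 5 µM dose plus 0.02–20 µM confirmation series | times = compound treatment 24 h, 37°C, 5% CO2 | technique = beta-catenin immunofluorescence imaging with DAPI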
Autophagy HCS: autophagy modulation, high-content screen | MEF GFP-LC3 puncta imaging; test concentration mostly 10 µM | 190,000 compounds, 0.98% hits | calls only at 10 µM (by protocol) | AID 463193;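 active means percentage of spot-positive cells more than 3 SD above its plate mean, without a fluorescence outlier flag or 80% toxicity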;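 further: spot-positive cell cutoff set from DMSO-treated cells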
MT stabilizer: stabilizes microtubules in HeLa cells. HeLa tubulin immunostaining HCS, 24 h; share of cells brighter than vehicle mean+2SD. 200,000 compounds, 0.83% hits. % tubulin-high responders, % at 10 µM. AID 2205;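 active means plate Z-score above 3 for both tubulin-high and condensed-nucleus cell shares, with cell loss under 80%, at 10 µM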;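 further: anti alpha tubulin signal scored within the nucleus-defined area of each cell; some results filed as inactive read as strong as hits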
Yfh1-off respiration: mitochondrial function rescue without frataxin homolog – Friedreich's ataxia, plus single-dose screen, dose response (AID 1465); S. cerevisiae Yfh1-off respiration, WST-1 reduction, 72 h; higher fold induction means a stronger effect; fold induction at 50 µM; hits with a dose series show EC50 in µM; 220,000 compounds, 0.074% hits;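 active means fold induction of absorbance versus untreated yeast above a set limit, then at least 30% activation at any dose in follow-up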;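 further: activators that raise dye reduction in frataxin-depleted yeast; strong numbers were not always called active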
AID2073: disruptors of CaV2.2 binding to Mint1 – biochemical, HTRF (AID 2073) | 290,000 compounds, 0.19% hits | inhibition, % at 20 µM; hits with a dose series show IC50 in µM | HTRF protein-protein interaction, Mint1-CaV2.2; higher % means a stronger effect; in the data active means inhibition mostly above about 51%, no sharp cut-off; further: some results filed as inactive read as strong as hits
Ins promoter up: MIN6 insulin promoter up-regulation. AID 1625. MIN6 insulin promoter-GFP reporter, high-content imaging; stronger effect = higher value. z-score at 5 µM. 190,000 compounds, 0.3% hits;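 active means z-score above 3 at 5 µM with at least 500 cells counted in the well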
Dynein transport: dynein cargo transport inhibition. z-score, hits read low. AID 1381. 220,000 compounds, 0.47% hits. 3617.4 mouse cells, GR-EGFP nuclear translocation imaging; test concentration mostly 20 µM; stimulated with dexamethasone, 1 µM; stronger effect = lower value;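 active means plate z-score of nuclear minus cytoplasmic receptor signal below a set negative limit, without overly bright fluorescence or cell loss, cut at about -3.5 in these data, passing the limit was not always enough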;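 further: z-score of nuclear minus cytoplasmic ring GR-EGFP intensity difference per well; some compounds called inactive have numbers as strong as hits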
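Buffer or medium: tetracycline-free induction medium containing charcoal-stripped FBS / Reagent: dexamethasone agonist, 1.0 µM final, for 30 min / Technique: automated 10x imaging of fixed Hoechst-stained cells / Times: induction 48 h, compound 1 h, agonist 30 min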
WT yeast gro inh mutant strain: further read-out of WT yeast gro inh, marked with its call; inhibition, %; mitochondrial fusion phenotypic screen, mutant strain inhibition
Dynein transport cytoplasmic EGFP: second read-out of Dynein transport, no call of its own (marks repeat the call); z-score; measured here: cytoplasmic GR-EGFP intensity; stronger effect = higher value
Dynein transport nuclear GR-EGFP: second read-out of Dynein transport, no call of its own (marks repeat the call); z-score; measured here: nuclear GR-EGFP intensity;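 lower value marks the stronger effect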
Dynein transport cell count: also measured in Dynein transport; calls as there; z-score; measured here: cell count per field
Ins promoter up cell count: recorded beside Ins promoter up, whose call it bears; cell count; measured here: cytotoxicity, nuclei count;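 total cells summed across four imaged fields per well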
bCat nuc transl cell count 5 µM: also measured in bCat nuc transl; calls as there; cell count; measured here: cell count, cytotoxicity flag
MT stabilizer Hoechst-high %: further read-out of MT stabilizer, marked with its call; % Hoechst-high responders; measured here: nuclear condensation Hoechst responders;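 share of cells brighter than vehicle mean plus two SD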
MT stabilizer cytotoxicity %: also measured in MT stabilizer; calls as there; toxicity, %; measured here: cytotoxicity by cell density;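 0% = mean cell density of plate MIN control wells and 100% = no cells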
Autophagy HCS cell loss 18 h: also measured in Autophagy HCS; calls as there; toxicity, %; measured here: cell loss, nuclei count;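 cell loss after 18 h compound exposure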
An asterisk follows results filed as active; i = inactive; · = no result given.

SMILES	WT yeast gro inh	WT yeast gro inh mutant strain	HIV peptide binding	bCat nuc transl	bCat nuc transl cell count 5 µM	Autophagy HCS	Autophagy HCS cell loss 18 h	MT stabilizer	MT stabilizer Hoechst-high %	MT stabilizer cytotoxicity %	Yfh1-off respiration	AID2073	Ins promoter up	Ins promoter up cell count	Dynein transport	Dynein transport cytoplasmic EGFP	Dynein transport nuclear GR-EGFP	Dynein transport cell count
COC(=O)c1cnn(-c2nc3c(C)cccc3s2)c1C	21.0	18.8	2.3%	-0.9	1129	i	-11.8	1.6	0.9	7.0	i	6.6%	-0.01	857	1.05	-0.0483	1.08	0.188
O=C(NN=C1CCCCCC1)c1c[nH]c2ccccc12	-10.6	-2.9	0.4%	·	·	i	9.1	1.4	2.8	2.8	i	-0.7%	0.05	1232	-0.58	0.00638	-0.491	0.1
CC(=O)Nc1cccc(-c2csc(Nc3ccccn3)n2)c1	9.7	1.2	0.0%	·	·	i	4.1	1.4	1.1	1.0	i	0.8%	·	·	-0.125	0.0513	-0.307	-0.237
CC(C)C(NS(=O)(=O)c1cccc2nsnc12)C(=O)NCCC1=CCCCC1 (stereo not drawn)	6.1	-8.2	0.2%	·	·	i	-11.5	2.0	3.3	4.1	i	3.2%	-0.35	1025	-0.139	0.284	0.235	-0.158
CCOC(=O)c1ccc(NC(=O)COc2ccc(CNCCO)cc2OCC)cc1	-3.0	12.6	-0.3%	-7.2	1077	i	5.1	3.6	2.3	13.0	i	-4.9%	0.01	1556	-0.342	-0.176	0.489	-0.93
Cc1nn(C)cc1C(C(=O)NC1CCCCC1)N(Cc1ccccc1Cl)C(=O)c1cnccn1 (stereo not drawn)	1.2	7.7	-0.2%	-0.8	978	i	-13.3	1.3	1.1	6.7	i	-13.3%	-0.11	1454	-0.322	-0.299	0.172	0.679
COc1ccccc1-c1nn2c(C3COc4ccccc4O3)nnc2s1 (stereo not drawn)	8.6	-5.9	-1.1%	-0.4	743	i	-11.1	3.1	1.8	6.7	i	0.5%	-0.18	1317	-0.432	-0.136	0.229	0.155
O=[N+]([O-])c1ccc(-c2cn3nc(-c4ccccc4)c(-c4ccccc4)nc3n2)cc1	·	·	37.2%	2.2	1413	·	·	·	·	·	i	16.4%	1.95	1117	-0.286	1.65	0.774	0.0123
CC(C)C(=O)Nc1cccc(NC(=S)NC(=O)c2ccc([N+](=O)[O-])cc2)c1	31.9	17.4	0.2%	-1.6	1400	i	5.4	1.6	1.7	6.4	i	-4.7%	-0.38	1401	-0.214	-0.223	-0.281	0.657
CC(Sc1ccccc1)C(=O)N/N=C/c1cccnc1 (stereo not drawn)	-16.5	-22.9	-0.3%	-1.8	1087	i	11.8	2.3	1.1	6.3	i	-12.7%	-0.72	1504	-0.248	-0.309	0.146	0.455
COc1ccc(-c2cn3cc(Cl)ccc3n2)cc1OC	-4.2	-19.6	4.8%	-8.5	1046	i	-7.9	2.8	2.4	7.0	i	11.4%	-0.36	1234	-0.798	-0.213	-0.114	0.712
CCCCC(C)n1[nH]c(=O)cc1N (stereo not drawn)	12.3	11.5	3.4%	-5.8	1245	i	24.8	1.5	1.1	5.5	i	-1.1%	-0.59	851	-1.02	-0.211	-0.387	0.923
CCOc1ccc(S(=O)(=O)Nc2nc3ccccc3nc2-n2ccc(=NC(=O)c3cccs3)cc2)cc1	3.8	6.0	106.0%	-0.5	852	i	12.8	1.4	1.8	3.7	i	-10.3%	1.16	1364	0.732	-0.275	0.0189	0.291
Cn1c(CO)cnc1S(=O)(=O)Cc1ccc(Cl)cc1	-6.4	0.6	1.4%	-1.8	1029	i	17.7	2.1	1.8	21.0	i	0.6%	-0.01	1621	0.0884	-0.15	0.216	0.467
Cc1cc2nccc(-c3ccco3)n2n1	-3.0	-7.1	0.3%	-0.7	572	i	-0.2	2.9	2.9	2.7	i	8.3%	-0.01	1274	-0.398	-0.307	-0.592	0.77

Single entries from the entries so far:
MT stabilizer cytotoxicity % with Cc1nn(C)cc1C(C(=O)NC1CCCCC1)N(Cc1ccccc1Cl)C(=O)c1cnccn1 (stereo not drawn) : 6.7
Dynein transport nuclear GR-EGFP with O=[N+]([O-])c1ccc(-c2cn3nc(-c4ccccc4)c(-c4ccccc4)nc3n2)cc1 : 0.774

Next section:
SMILES	WT yeast gro inh	WT yeast gro inh mutant strain	HIV peptide binding	bCat nuc transl	bCat nuc transl cell count 5 µM	Autophagy HCS	Autophagy HCS cell loss 18 h	MT stabilizer	MT stabilizer Hoechst-high %	MT stabilizer cytotoxicity %	Yfh1-off respiration	AID2073	Ins promoter up	Ins promoter up cell count	Dynein transport	Dynein transport cytoplasmic EGFP	Dynein transport nuclear GR-EGFP	Dynein transport cell count
O=C(NCc1ccco1)c1cnn2c1NC(c1ccccc1)CC2C(F)(F)F (stereo not drawn)	-13.8	-1.0	0.2%	-1.0	810	i	3.0	4.1	4.2	2.5	i	-1.6%	0.1	1051	-0.604	-0.379	-0.679	1.31
Cc1nnnn1/C(=C\c1ccccc1)C(=O)OCC(=O)N(C)C1CCS(=O)(=O)C1 (stereo not drawn)	-5.5	5.6	-0.3%	1.0	1135	i	1.2	4.3	1.6	3.6	i	-4.0%	0.46	1314	-0.848	0.0462	-0.758	0.0995
COC(=O)c1c(NC(=O)CN2C(=O)NC(CCc3ccccc3)C2=O)sc2c1CCCCC2 (stereo not drawn)	26.6	10.2	0.0%	-0.1	979	i	-0.3	0.9	1.8	19.0	i	-0.9%	-0.19	1578	0.0316	-0.221	0.0528	-0.217
CC12CCC(C/C1=N/O)C2(C)C (stereo not drawn)	-9.5	7.4	0.6%	-0.2	1107	i	7.0	3.1	1.3	10.9	i	15.4%	1.09	1411	-0.0806	-0.28	0.0277	0.163
CCCn1c(=O)c(C(=O)NCc2ccc(OC)c(OC)c2)c(O)c2ccccc21	-5.7	0.2	-1.9%	-1.2	741	i	20.4	4.8	2.9	5.4	i	12.1%	0.8	1276	0.431	-0.285	0.272	-0.544
O=C(N/N=C(\Cc1ncc[nH]1)c1ccccc1)c1cccnc1	-2.0	2.1	-1.2%	-0.9	1169	i	11.2	2.1	1.2	1.6	i	14.0%	0.7	1180	-0.77	-0.259	-0.265	0.572
CS(=O)(=O)N(CC(=O)Nc1ccccc1Cl)c1ccc(Cl)cc1	-6.5	-10.6	-1.0%	-1.8	1104	i	5.0	1.4	1.1	8.6	i	0.7%	-0.22	1490	-0.0101	-0.328	-0.139	0.893
COC(=O)c1ccsc1NC(=O)c1ccc(Cl)s1	11.9	-1.1	-1.4%	-1.3	1216	·	·	·	·	·	i	13.5%	-1.71	1031	0.588	-0.686	0.776	-1.17
CCOC(=O)N=Nc1c(O)n(C)c2ccccc12	-13.0	-22.9	-1.3%	0.0	465	i	-19.7	4.5	0.9	7.3	i	-6.0%	-0.1	1186	0.829	-0.222	0.367	-1.28
O=C(O)C1CCCN(S(=O)(=O)c2ccc3c(c2)OCCO3)C1 (stereo not drawn)	-4.7	-7.7	-1.8%	0.9	1060	i	2.7	3.6	3.2	8.1	i	29.4%	·	·	-0.791	-0.212	-0.446	-0.441
COc1ccc(NC(=O)C2CCCN(S(=O)(=O)c3cccc4nonc34)C2)cc1OC (stereo not drawn)	-4.6	3.7	-0.3%	-1.7	1072	i	0.3	4.4	2.4	3.5	i	3.4%	-0.27	1234	0.0274	-0.279	0.0867	0.0582
COc1ccc(CCN(Cc2cc3cccc(C)c3[nH]c2=O)C(=O)NC2CCCCC2)cc1OC	-8.0	8.9	-0.1%	-1.8	943	i	-8.7	2.4	2.1	7.4	i	-4.5%	2.64	911	-0.0193	-0.335	-0.13	0.533
Cc1csc2ncnc(N3CCN(C(=O)Nc4ccc(OC(F)(F)F)cc4)CC3)c12	·	·	0.6%	1.4	1333	·	·	·	·	·	i	-6.0%	·	·	0.804	-0.288	0.497	0.147
O=C(c1cccc(F)c1)N1CCN(S(=O)(=O)c2ccc(C(F)(F)F)cc2)CC1	7.1	-1.3	0.5%	-0.4	1179	i	0.3	1.9	2.5	0.3	i	-11.2%	-0.78	1298	-0.134	-0.219	0.0469	0.472
CC(C)NS(=O)(=O)c1ccc(OCC(=O)N(C)Cc2ccccc2)cc1	-2.1	1.8	1.3%	-3.3	1235	i	13.2	2.3	1.5	9.0	i	4.8%	·	·	0.227	-0.213	0.282	0.258
O=C(c1ccccc1)c1ccc(OC(=O)N2CCCC2)cc1	-6.0	3.8	1.3%	-2.0	1155	i	2.3	2.6	2.3	5.6	i	0.6%	·	·	0.0771	-0.249	-0.0792	0.712
COc1ccc(N2CCN(C(=O)CNC(=O)c3ccc(C(C)(C)C)cc3)CC2)cc1	3.4	45.8	3.6%	·	·	i	4.2	2.4	2.1	6.6	i	2.2%	·	·	-0.223	-0.239	-0.298	1.3
COCCN1CCN(Cc2cn(C)nc2-c2cccc(Cl)c2)CC1	-9.0	-7.6	1.8%	-0.7	1116	i	-15.8	4.8	1.2	12.0	i	3.6%	-0.14	1486	0.804	-0.223	0.463	-0.685
O=C(O)/C=C/c1cn(-c2ccccc2)nc1-c1ccc(-c2ccc([N+](=O)[O-])cc2)o1	·	·	47.0%	-1.0	1320	·	·	·	·	·	i	16.5%	-0.26	1172	0.0278	-0.0454	-0.00631	0.174
O=[N+]([O-])c1ccc(N2CCN(S(=O)(=O)c3ccc(Cl)c(Cl)c3)CC2)cc1NCCN1CCOCC1	-3.1	-21.3	-0.6%	4.3	463	i	7.2	2.5	1.9	7.3	i	14.8%	-1.51	1089	-0.636	-0.266	-0.622	0.58
O=C(Nc1ccc2c(c1)OCCO2)c1cccc2nc3ccccc3nc12	11.8	-4.7	-4.9%	-0.4	972	i	0.0	2.3	1.6	13.7	i	29.2%	-0.15	1364	0.354	-0.0153	0.413	-0.39
CC(C)CCN(C)C1CCN(C(=O)Nc2c(F)cccc2F)CC1	6.0	0.2	-2.0%	0.0	1272	i	-1.6	7.6	1.0	4.1	i	6.8%	0.19	817	-0.234	-0.202	-0.00175	-0.0312

No enrichment for hits (roughly 4.2% active in at least one column).
